NPR2 activator: human GC-B receptor activators, primary screen, HEK293 GC-B cells, cGMP TR-FRET, EC30 CNP; Atrial natriuretic peptide receptor 2 (Homo sapiens), P20594; 0% at EC30 CNP, 100% saturating CNP; activation, % at 10 µM; 370,000 tested, 0.11% active;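 active = activation at 10 µM reaching about 35% in either raw or pattern-adjusted values, limit read from the data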
Tn6 DDE FP: inhibitors of Tn6 peptide binding to fibrin DD(E), primary screen, biochemical, fluorescence polarization, human fibrin, Tn6 probe. AID 720509, 2013. inhibition, % at 8.3 µM. Fibrin DD(E) TRITC-Tn6 fluorescence polarization displacement. Fibrinogen beta chain (Homo sapiens), P02675. 370,000 tested, 0.21% active;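 active = inhibition above a per-campaign cutoff: mean of compounds within control limits plus 3 SD, cut at about 15% in these data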;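 note: 0% = median of all compound wells on the plate and 100% = blocking peptide control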
Target sequence (P02675 whole entry, looked up): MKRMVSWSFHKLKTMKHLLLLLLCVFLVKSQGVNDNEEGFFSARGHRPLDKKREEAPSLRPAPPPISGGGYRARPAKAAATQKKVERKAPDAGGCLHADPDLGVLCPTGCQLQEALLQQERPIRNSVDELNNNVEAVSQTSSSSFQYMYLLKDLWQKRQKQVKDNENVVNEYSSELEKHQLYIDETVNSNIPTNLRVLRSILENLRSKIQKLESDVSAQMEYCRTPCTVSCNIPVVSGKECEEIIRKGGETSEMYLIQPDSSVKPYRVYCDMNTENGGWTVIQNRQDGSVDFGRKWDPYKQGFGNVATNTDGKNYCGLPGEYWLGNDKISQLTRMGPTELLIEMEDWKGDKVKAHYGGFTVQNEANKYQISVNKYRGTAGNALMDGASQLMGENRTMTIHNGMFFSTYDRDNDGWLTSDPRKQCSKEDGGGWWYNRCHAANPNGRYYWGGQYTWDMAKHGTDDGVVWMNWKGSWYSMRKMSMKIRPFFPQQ
GC-A act: GC-A stimulated cGMP production enhancers – HEK293 GC-A cells, cGMP TR-FRET, EC30 ANP, primary screen | Atrial natriuretic peptide receptor 1 (Homo sapiens), P16066 | 0% at EC30 ANP, 100% saturating ANP | AID 1671463, 2021 | 370,000 tested, 0.14% active | activation, % at 10 µM; in the data active = activation above about 40%
proKLK7 act: proKLK7 zymogen activators, primary screen, biochemical, fluorescence intensity; AID 652039, 2013; purified proKLK7, EDANS-DABCYL substrate fluorescence; 100% is mature enzyme control, 0% vehicle; activation, % at 7 µM; 370,000 tested, 0.9% active;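 active = activation above the mean of all tested compounds plus 3 SD, computed per campaign excluding outliers beyond control limits, cut at about 13% in these data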
Target sequence (P49862 whole entry, looked up): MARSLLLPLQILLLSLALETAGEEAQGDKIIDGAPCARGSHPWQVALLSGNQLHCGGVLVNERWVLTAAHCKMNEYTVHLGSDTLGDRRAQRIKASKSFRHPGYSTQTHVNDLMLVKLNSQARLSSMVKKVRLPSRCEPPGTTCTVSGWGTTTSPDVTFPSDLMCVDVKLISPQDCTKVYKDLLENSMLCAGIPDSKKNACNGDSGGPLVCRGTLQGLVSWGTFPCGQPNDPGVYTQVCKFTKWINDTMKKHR
ARFGAP1 inhibitor: inhibitors of rat ARFGAP1 GAP activity, primary screen, biochemical, fluorescence polarization, GDP tracer; ADP-ribosylation factor GTPase-activating protein 1 (Rattus norvegicus), Q62848; inhibition, % at 16.5 µM; 360,000 tested, 0.26% active; Arfgap1-stimulated ARF1 GTP hydrolysis, GDP FP detection;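 active = inhibition above a per-plate limit, mean inhibition of low control wells plus 3 SD, cut at about 25% in these data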;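 note: 0% = DMSO wells with enzyme and 100% = wells lacking Arfgap1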
Target sequence (Q62848 1-136 limits assumed): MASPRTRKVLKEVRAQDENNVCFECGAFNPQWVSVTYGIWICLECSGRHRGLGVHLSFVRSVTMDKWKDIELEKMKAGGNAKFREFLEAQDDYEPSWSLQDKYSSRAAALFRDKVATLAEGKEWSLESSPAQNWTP
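Repeats: one replicate per compound; assay system: rat Arfgap1 catalytic domain, aa 1-136; times: enzyme reaction 120 min at 25 °C after 20 min preincubation; detection: FP of antibody-bound GDP Alexa 633 tracer, ex 620/em 688 nm; benchmarks: high control wells lacking Arfgap1, low control full reaction with DMSO; reagent: human ARF1(Δ1-17)-GTP substrate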
rCAG binder: binders of r(CAG) RNA repeats, primary screen, biochemical, fluorescence. r(CAG) RNA repeat, TO-PRO-1 dye displacement fluorescence. inhibition, % at 3 µM. 370,000 tested, 1.3% active. AID 651821, 2012;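 active = inhibition above the plate cutoff, the mean of all test compounds on that plate plus 3 SD, cut at about 35% in these data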;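 note: 0% = DMSO alone and 100% = 100 µM mitoxantrone as full dye displacement; higher means more dye released from RNA so lower well fluorescence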
sPLA2-III inh: human group III sPLA2 inhibitors, primary screen, biochemical, QFRET, BODIPY PC-A2 liposome substrate | Group 3 secretory phospholipase A2 (Homo sapiens), Q9NZ20 | QFRET BODIPY PC-A2 liposome hydrolysis, fluorescence | inhibition, % at 12.2 µM | 370,000 tested, 0.56% active;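 active = inhibition above mean plus 3 SD of compounds lying within the high and low control bounds, cut at about 19% in these data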;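 note: 0% = median of test compound wells and 100% = no enzyme DMSO wells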
ADAM10 inh: human ADAM10 inhibitors, primary screen, biochemical, QFRET, HTS | Disintegrin and metalloproteinase domain-containing protein 10 (Homo sapiens), O14672 | recombinant ADAM10, EDANS/DABCYL FRET peptide cleavage, 3 h | inhibition, % at 7 µM | 370,000 tested, 0.62% active | AID 720582, 2013;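 active = inhibition above a per-campaign cutoff equal to the mean of compounds falling between control-based bounds plus 3 SD, cut at about 20% in these data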;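 note: 0% = DMSO wells while the 100% control is not disclosed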
ASAP1 inh: inhibitors of human ASAP1 ArfGAP activity, primary screen, biochemical, fluorescence polarization | Arf-GAP with SH3 domain, ANK repeat and PH domain-containing protein 1 (Homo sapiens), … | ASAP1-stimulated ARF1 GTP hydrolysis, GDP FP detection | inhibition, % at 16.5 µM | 360,000 tested, 0.19% active; in the data active = inhibition above about 25%;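 note: 0% = vehicle with enzyme and substrate and 100% = no enzyme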
FXN GAA850 act: FXN promoter activators, primary screen, cell-based, luciferase luminescence, HEK293 lucGAA850. HEK293 lucGAA850 FXN promoter luciferase reporter, 24 h; percent of 10 µM SAHA response. activation, % at 6 µM. 360,000 tested, 0.56% active. AID 540364, 2011;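 active = activation above the average of all compounds screened plus 3 SD, cutoff fixed separately per campaign, cut at about 7.5% in these data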;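 note: 0% = DMSO wells and 100% = 10 µM SAHA wells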
Numbers without * were called inactive; / = no result given; & = joins results of further samples.

SMILES	NPR2 activator	Tn6 DDE FP	GC-A act	proKLK7 act	ARFGAP1 inhibitor	rCAG binder	sPLA2-III inh	ADAM10 inh	ASAP1 inh	FXN GAA850 act
CC(c1nnc(SCC(=O)Nc2cc([N+](=O)[O-])ccc2F)n1Cc1ccccc1)N(C)C (stereo not given)	-5	4	-3	-0.5	1	-1	2	2	-9	0.7
O=C(CCCOc1ccccc1)N1CCN(c2ccc(F)cc2)CC1	6	7	-1	0.4	-1	-8	-7	4	8	1.3
CC(CN1CCN(CCOCCO)CC1)CN1c2ccccc2Sc2ccc(Cl)cc21 (stereo not given)	-9	-1	-33	-0.2	-8	6	-12	1	0	-3.0
CC1CC(NC(=O)N(C)C)N(C)C(=O)N1 (stereo not given)	4	3	2	-0.6	-8	2	1	1	-7	1.5
O=C(CNC(=O)c1ccccc1Br)N/N=C/c1cccnc1	3	5	2	0.4	6	1	1	4	-20	0.6
COc1cccc(N2CC(C(=O)Nc3nnc(SCC(=O)Nc4cc(C)on4)s3)CC2=O)c1 (stereo not given)	-5	-3	-4	-0.7	6	11	4	-6	3	2.7
O=C(Nc1nnc(SCc2ccc(Cl)cc2Cl)s1)C1COc2ccccc2O1 (stereo not given)	-5	6	4	0.3	7	8	-1	2	6	0.0
C/C(=N\NC(=O)CCCNc1ccc(C)cc1)c1ccccn1	1	4	-1	-0.4	13	-1	4	4	-5	0.6
CSc1ccccc1C(=O)OCC(=O)Nc1c(C)n(C)n(-c2ccccc2)c1=O	2	-5	5	-0.3	-6	2	11	-15	-10	-0.5
Cc1cccc(NC(=O)c2ccc(S(=O)(=O)N3CC(C)OC(C)C3)cc2)n1 (stereo not given)	0	-1	-2	-0.1	-2	-4	6	-2	-8	0.7
N#Cc1ccc(C(c2nnnn2Cc2ccccc2)N2CCCC2)cc1 (stereo not given)	0	-6	-1	0.2	3	-7	2	7	-2	-0.9
Nc1nc(CCl)nc(Nc2ccc3ccccc3c2)n1	-11	-3	6	-0.8	-3	4	14	1	6	-8.4
O=C(CSc1nnc(-c2ccncc2)s1)Nc1ccc(Cl)c(C(=O)O)c1	6	4	6	0.9	7	3	1	-8	11	1.5
COc1cccc(OCC(=O)Nc2ccccc2-c2ccccc2)c1	-5	-2	-4	0.1	-3	-3	-1	0	0	0.3
Cc1ccc(CCNC(=O)CS(=O)Cc2nc(-c3ccccc3Cl)oc2C)cc1 (stereo not given)	-1	1	-7	0.1	4	0	-10	18	-6	1.9
O=C(NC(Cc1c[nH]c2ccccc12)C(=O)O)c1ccc(F)cc1 (stereo not given)	-2	-4	1	-0.6	0	0	-18	10	7	0.9
CN(C)NC1CC(=O)N(c2ccccc2)C1=O (stereo not given)	-2	-1	3	0.0	2	0	2	-14	3	1.6
O=C(NCc1cccs1)C(=O)c1cn(CC(=O)N2CCCC2)c2ccccc12	4	3	-4	0.1	9	-3	2	9	-2	2.3
CC1CC(C)CN(C(=O)C(C)N2CCN(S(=O)(=O)c3ccc(Br)s3)CC2)C1 (stereo not given)	2	-10	-6	-1.0	-4	-6	1	-11	3	-1.9
O=C(NN1C(=O)NC2(CCCCC2)C1=O)c1ccc(-c2ccccc2Cl)o1	2	-4	4	-0.4	-15	4	-5	-12	-15	-0.5
O=C1C2CCCN2C(=O)N1CCN1CCN(CCO)CC1 (stereo not given)	-3	-7	1	-0.2	5	-1	5	-1	-15	-1.5
O=C(OC12CCCN(C1)/C(=C/c1ccccc1)C2)C1CCCC1 (stereo not given)	-6	0	4	0.2	/	0	0	-8	/	/
CC(C)(C)OC(=O)N(CC1CCNCC1)C(=O)c1[nH]c(C(F)(F)F)nc1-c1ccccc1	0	-3	-3	-0.1	-2	6	-3	-3	-7	/
O=C(C1CCN(S(=O)(=O)c2ccc3c(c2)OCCO3)CC1)N1CCc2ccccc21	-3	-1	-3	0.4	-6	-1	-2	3	-5	-0.6
CC(=O)N1c2c(cc(Br)cc2S(=O)(=O)N2CCN(C(=O)c3ccco3)CC2)CC1C (stereo not given)	1	-1	-6	-0.2	14	8	0	-4	7	2.0
COc1ccc(C(=O)NCC(=O)Nc2ccccc2)cc1OC	-8	-1	2	-0.3	-5	1	4	0	-3	2.5
O=C(NNC(=S)Nc1ccccc1)NNC(=S)Nc1ccccc1	2	0	0	0.1	4	2	34*	4	-2	0.8
CCCOc1ccc(Cn2cnc3ccccc32)cc1	4	-3	3	-0.3	14	-6	-2	0	2	2.9
CCN(CC)S(=O)(=O)c1ccc(C(=O)NNC(=O)C2COc3ccccc3O2)cc1 (stereo not given)	-3	-3	0	0.3	-4	3	-21	-2	-2	0.8
CCn1c(N2CCN(C(=O)Nc3ccc(F)cc3)CC2)nc2ccccc21	-2	-4	-4	0.2	-13	-1	-2	5	-2	0.9
CC(=O)c1ccc(C(=O)NC2CCCN(Cc3ccccc3F)C2)s1 (stereo not given)	2	-4	3	0.2	1	-3	4	1	-5	-0.1
Nc1nc2ncccn2c1-c1ccc(F)c(F)c1	0	3	4	22*	0	1	6	-254	-16	/
O=C(Nc1ccc2oc(-c3ccccc3)nc2c1)c1ccco1	-5	-5	5	-0.4	14	4	-10	-28	-7	3.3
CCOc1ccc(C(=O)NCC(=O)NCC(c2ccco2)N2CCCCC2)cc1 (stereo not given)	0	-5	3	0.4	-1	-1	1	-20	7	0.9
O=C(NCCc1cccc(C(F)(F)F)c1)C1CCC(=O)N(CCc2cccc(F)c2)C1 (stereo not given)	6	2	1	-0.5	6	-5	5	8	5	0.2
COc1ccc(CSCC(=O)N/N=C/c2ccc(OCC(=O)N3CCCCC3)cc2)cc1	-1	-4	2	0.4	0	-7	4	-7	0	-0.9
CC1(C(=O)O)CCN1C(=O)COc1ccc(Cl)cc1 (stereo not given)	-1	2	4	-0.2	3	0	11	-19	-1	1.6
CCn1c(SCc2nc3ccccc3c(=O)[nH]2)nnc1C(C)NC(=O)c1ccccc1F (stereo not given)	-4	-5	-3	0.7	-3	-1	2	-6	-6	1.8
Nn1c(SCc2ccc([N+](=O)[O-])cc2)nnc1-c1n[nH]c2c1CCC2	-12	3	-2	-0.4	/	3	1	-7	/	/
O=C(N(c1ccccc1)c1ccccc1)N(c1ccccc1)c1ccccc1	-8	-5	-9	-0.1	-2	-2	10	7	11	1.5
CC(=O)Nc1ccc(NC(=O)C(C)OC(=O)c2ccc3[nH]c(C)c(C)c3c2)cc1 (stereo not given)	-4	3	-2	0.0	7	12	-47	-1	13	1.1
COc1ccccc1N1CCN(C(=O)c2cc3n(n2)C(C(F)(F)F)CC(c2ccco2)N3)CC1 (stereo not given)	7	-4	3	0.3	30*	-1	-12	0	0	-1.8
Cc1cccc(COC[C@H](Cc2ccccc2)N2CCN(C(=O)c3cc(Cl)cc(Cl)c3)CCC2=O)c1	-3	-1	-11	-0.2	-2	3	-3	12	3	/
Cc1ccc(S(=O)(=O)NC(C)C(=O)N2CCOCCOCCOCC2)cc1 (stereo not given)	1	5	1	-0.1	16	3	2	10	-9	-0.9
Cc1cc(NS(=O)(=O)c2ccccc2)cc(Cl)c1O	-2	1	1	0.8	7	1	-12	7	3	1.9
O=c1cc(CN2CCN(Cc3ccccc3)CC2)c2cc3c(cc2o1)CCC3	-17	3	-6	0.1	-12	-6	-13	-16	6	1.6
CC(C)c1nc2cc(C(=O)N3CCN(c4cnccn4)CC3)ccc2o1	-2	1	1	1.7	-2	-1	1	-30	2	-0.5
COCc1nnc(NC(=O)c2ccc(S(=O)(=O)N(C)C3CCCCC3)cc2)o1	-1	-2	-5	-0.3	-1	18	-11	3	3	-0.3
O=C(COC(=O)c1ccc2ncsc2c1)NCc1ccc(F)cc1	4	0	-2	0.1	-10	7	2	-4	-3	0.9
COc1ccc(N/C=C(\C=C\C#N)S(=O)(=O)c2ccccc2)cc1	7	-3	9	0.2	7	-3	-5	-8	-12	1.8
Cc1ccc(Nc2ccc([N+](=O)[O-])cn2)cc1Cl	-14	-1	-4	0.7	5	13	14	-14	-3	4.0
CCOc1ccc(CN2CCNC(=O)C2CC(=O)NC2CCOCC2)cc1 (stereo not given)	-3	2	-3	-0.1	-3	-1	6	-5	-6	-2.2
CCOC(=O)c1c(NC(=O)CSc2nnnn2-c2ccc3c(c2)OCO3)sc(C)c1C	9	-1	-5	-0.3	-7	1	-2	4	10	-2.0
C=CCn1nnnc1-c1cccc(Cl)c1	0	-9	-2	-0.1	1	0	4	14	-10	0.7
CC(=O)Nc1cc(-c2ccccc2F)cn2c(-c3cccc(C(F)(F)F)c3)cnc12	3	0	-3	-0.5	11	11	-5	-41	21	0.8
CC(=O)c1ccc(NC(=O)C2CCCN(S(=O)(=O)c3c(C)[nH]c(=O)[nH]c3=O)C2)cc1 (stereo not given)	8	0	5	0.9	5	4	-5	10	0	0.2
COc1nc(N)nc2c1ncn2C1OC(CO)CC1O (stereo not given)	5	-2	2	-1.1	1	-1	7	-3	7	1.2
COc1ccc(Cc2nnc(SCC(=O)Nc3ccccc3C)n(N)c2=O)cc1	2	4	2	-0.5	2	2	-10	-1	5	-2.4
C/C(=N\NC(=O)c1ccc(F)cc1)c1ccccn1	0	-3	17	0.2	-2	-2	3	0	9	1.7
Cc1nnc(NC(=O)CSCc2c(C)noc2C)s1	3	10	5	0.1	16	4	1	2	-3	-0.6
C=CCc1cc(OC)ccc1OCC(O)CN1CCN(c2ccc(OC)cc2)CC1 (stereo not given)	5&3	3&-7	-4&3	1.0&-0.4	-3&11	-1&-11	0&-4	-3&-4	5&-3	-1.2&1.9
CCCc1c(-c2cccc(F)c2)ncn1Cc1ccccc1OC	0	-3	-2	1.0	5	0	-2	14	6	/

Gathered by group, the compounds so far with a cyano group
SMILES	NPR2 activator	Tn6 DDE FP	GC-A act	proKLK7 act	ARFGAP1 inhibitor	rCAG binder	sPLA2-III inh	ADAM10 inh	ASAP1 inh	FXN GAA850 act
N#Cc1ccc(C(c2nnnn2Cc2ccccc2)N2CCCC2)cc1 (stereo not given)	0	-6	-1	0.2	3	-7	2	7	-2	-0.9
COc1ccc(N/C=C(\C=C\C#N)S(=O)(=O)c2ccccc2)cc1	7	-3	9	0.2	7	-3	-5	-8	-12	1.8

Screens deposited in PubChem BioAssay by several laboratories.
